Yeast superoxide = yeast age-related superoxide inhibition as caloric restriction mimetic. S. cerevisiae aged cells, superoxide DHE fluorescence; hits give low values. superoxide response (% of plate mean), % at 10 µM. 330,000 compounds, 0.18% hits. AID 2690;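 active means superoxide response under a set limit, about three screen SD below normal, cut at about 65% in these data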;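 further: yeast aged for seven days with compound at 30 °C before DHE staining; 100% = average MFI of all compound-treated wells on the plate with controls excluded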
ZTA DNA inh = counter-screen for EBNA-1 inhibitors: inhibitors of Epstein-Barr virus ZTA. P03206. inhibition, % at 11 µM. 320,000 compounds, 0.15% hits. ZTA-DNA binding, fluorescence polarization; in the data active means inhibition above about 33%
Target sequence (P03206 whole entry, looked up): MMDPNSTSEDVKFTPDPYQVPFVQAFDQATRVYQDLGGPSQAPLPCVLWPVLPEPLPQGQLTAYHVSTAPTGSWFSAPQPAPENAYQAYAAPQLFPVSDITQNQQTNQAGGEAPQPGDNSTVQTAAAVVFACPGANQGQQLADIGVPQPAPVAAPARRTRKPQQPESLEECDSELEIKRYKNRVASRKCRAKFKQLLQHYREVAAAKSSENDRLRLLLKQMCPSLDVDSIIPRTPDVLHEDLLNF
MEX-5 binding = C. elegans MEX-5 TCR-2 RNA binding activity; Q9XUB2; MEX-5/FITC-TCR2 RNA binding, fluorescence polarization; hits give low values; activity score (negative = inhibition of binding), % at 10 µM; 300,000 compounds, 0.38% hits;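 active means inhibition past about -25% in most replicates, and total fluorescence under double the plate's negative control median, limit read from the data; inconclusive means replicates evenly split on the limit, or fluorescence at least double controls; inactive means too little inhibition in most replicates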;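 further: 0% = DMSO and -100% = 5 µM competing unlabeled TCR2 RNA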
MCL1 BIM primary = MCL1-BIM-BH3 interaction inhibition (human). Q07820. GST-MCL1 / FITC-Bim-BH3 fluorescence polarization. inhibition, % at 10.9 µM. 320,000 compounds, 0.68% hits. AID 2057;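 active means inhibition above the mean inhibition of all tested compounds plus 3 SD, set per campaign, cut at about 40% in these data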;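 further: 0% = DMSO wells and 100% = unlabeled Bim-BH3 peptide control; higher means more loss of mP so more displacement of Bim peptide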
Target sequence (Q07820 whole entry, looked up): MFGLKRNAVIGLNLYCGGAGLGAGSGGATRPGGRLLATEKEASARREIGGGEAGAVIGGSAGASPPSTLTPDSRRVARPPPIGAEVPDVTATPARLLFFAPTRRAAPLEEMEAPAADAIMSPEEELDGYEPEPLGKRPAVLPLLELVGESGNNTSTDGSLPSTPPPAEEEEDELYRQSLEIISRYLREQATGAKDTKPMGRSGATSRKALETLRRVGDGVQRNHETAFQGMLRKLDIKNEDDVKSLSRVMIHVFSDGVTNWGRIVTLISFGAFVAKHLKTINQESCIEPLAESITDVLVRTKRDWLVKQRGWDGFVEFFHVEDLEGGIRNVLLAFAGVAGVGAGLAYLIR
GLD-1 RNA inh = GLD-1-TGE RNA interaction inhibition (C. elegans). Q17339. purified GLD-1 + fluorescein TGE RNA, fluorescence polarization. inhibition, % at 5.96 µM. 320,000 compounds, 0.44% hits. AID 2280;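 active means percent inhibition above a per-plate cutoff, the plate mean of test compounds plus 3 SD, cut at about 30% in these data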;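 further: 0% = DMSO wells with GLD-1 and probe and 100% = wells lacking GLD-1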
Efflux pump inh = blocks antifungal efflux pumps in multiplex yeast assay; S. cerevisiae Candida pump triplex, Nile Red efflux; inhibition, % at 10 µM; AID 485275; 330,000 compounds, 0.44% hits;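 active means plate passing quality check with inhibition over a set limit, or well fluorescence over plate mean plus 4 SD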;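 further: Nile Red retained in pooled yeast measured as flow cytometry median fluorescence; 0% = buffer negative control and 100% = Enniatin B positive control; higher means more Nile Red kept so more efflux inhibition; some compounds called inactive have numbers as strong as hits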
BCLXL inh = inhibitors of human Bcl-xL. Q07817. GST-Bcl-xL / FITC-Bim BH3 peptide fluorescence polarization. inhibition, % at 10.9 µM. 320,000 compounds, 0.7% hits;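 active means inhibition above the mean of all tested compounds plus 3 SD, cutoff set per campaign, cut at about 30% in these data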;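 further: 0% = DMSO wells and 100% = unlabeled Bim-BH3 peptide competitor; inhibitors lower millipolarization by displacing the labeled peptide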
Target sequence (Q07817 whole entry, looked up): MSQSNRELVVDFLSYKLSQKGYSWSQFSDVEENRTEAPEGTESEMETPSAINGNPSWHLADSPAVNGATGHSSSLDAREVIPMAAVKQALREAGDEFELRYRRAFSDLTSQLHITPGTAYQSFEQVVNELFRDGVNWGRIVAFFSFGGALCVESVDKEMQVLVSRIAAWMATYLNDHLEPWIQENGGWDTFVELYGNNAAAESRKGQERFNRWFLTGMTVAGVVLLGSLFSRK
Fam108B inh = counter-screen for RBBP9 inhibitors: inhibitors of mouse Fam108B; inhibition, % at 9.51 µM; 300,000 compounds, 0.33% hits; AID 1947; recombinant Fam108B, FP-Rh probe fluorescence polarization;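 active means inhibition above the screen mean inhibition plus 3 SD, computed separately per campaign, cut at about 18% in these data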;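 further: inhibitors lower polarization as less probe binds the enzyme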
EBNA-1 inhibitor = blocks EBNA-1 binding to DNA. inhibition, % at 14.8 µM. AID 1950. 300,000 compounds, 0.34% hits. EBNA-1 DNA binding, fluorescence polarization; in the data active means inhibition above about 28%
* = called active by the depositor; ? = inconclusive; . = no result given.

Each structure is followed by: EBNA-1 inhibitor | GLD-1 RNA inh | ZTA DNA inh | Yeast superoxide | BCLXL inh | Fam108B inh | Efflux pump inh | MCL1 BIM primary | MEX-5 binding
CC(=O)N(Cc1cc(=O)[nH]c2ccccc12)c1cccc(C)c1
    -5 | -6 | 3 | 95 | 1 | -1 | -0.1 | 13 | -0.7
CNC(=S)NCCc1ccccc1
    6 | 5 | 15 | 106 | 4 | 7 | 0.0 | 7 | -1.5
CCCCOc1ccc(C(=O)OCC(=O)NC2CCCC2)cc1
    1 | -1 | 5 | 89 | 3 | 6 | -0.1 | -4 | -0.7
O=C(NCc1ccco1)c1ccc(S(=O)(=O)N2CCCCCC2)cc1
    . | -1 | 4 | 110 | -1 | . | -0.3 | 1 | .
Cc1cc(C(=O)N2CCN(C(c3ccccc3)c3ccccc3)CC2)no1
    -4 | 3 | 7 | 94 | 4 | -4 | 0.0 | 1 | -0.2
CCOc1ccc(Cn2c(=O)sc3ccccc32)cc1
    -3 | 1 | 1 | 96 | -1 | 7 | 0.1 | -3 | -1.5
COc1ccc(CCNC(=O)CCCCCN2C(=O)c3ccccc3C2=O)cc1OC
    -8 | 3 | 6 | 104 | 7 | 4 | 0.0 | 8 | 1.2
CCC(C)NC(=O)CS(=O)Cc1nc(-c2cccc(OC)c2)oc1C (configuration not stated)
    6 | 2 | -6 | 96 | 7 | 6 | -0.1 | 8 | -1.7
CN(C)CCn1cnc2c1c(=O)n(C)c(=O)n2C
    9 | -9 | -4 | 104 | 1 | 4 | 0.0 | -4 | 1.2
CC(=O)c1c(C)[nH]c(C(=O)NCc2ccccc2Cl)c1C
    1 | -2 | 5 | 95 | 0 | 0 | 0.2 | -1 | -4.1
CCn1ncc(Br)c1C(=O)Nc1cccc(C(C)=O)c1
    10 | -1 | 23 | 91 | 0 | -7 | 0.0 | 5 | -1.7
Cc1ccc(NC(=O)CS(=O)CC(=O)NC23CC4CC(CC(C4)C2)C3)cc1 (configuration not stated)
    13 | -6 | 6 | 113 | 2 | 0 | 0.0 | 2 | 2.3
CN(C(=O)COC(=O)c1cc[n+]([O-])cc1)c1ccccc1
    -3 | 4 | 3 | 91 | 2 | 5 | 3.1 | -5 | -1.3
O=C(NCCc1ccccc1)C(=S)N1CCCCC1
    6 | 2 | -11 | 80 | 9 | 1 | -0.1 | 4 | 2.2
COc1cc(NC(=O)C2CCCN(c3ncccn3)C2)cc(OC)c1 (configuration not stated)
    0 | 2 | 7 | 102 | 6 | 0 | 0.0 | -4 | -0.4
COC(=O)c1cccc(NC(=O)c2cnn(C)c2)c1
    7 | 5 | 15 | 80 | 3 | 4 | 0.1 | 1 | -0.3
CC(=O)Nc1cccc(NC(=O)CCCC2CCCCC2)c1
    1 | 2 | 6 | 101 | 5 | -1 | 0.0 | 5 | 1.1
Cc1ccc(NCc2n[nH]c(=S)n2-c2ccccc2)cc1Cl
    -1 | -6 | 4 | 111 | -11 | 3 | 0.3 | 3 | -2.1
Cc1c(Cl)c(=O)oc2cc(OC(C)C)ccc12
    -5 | 9 | -1 | 102 | -1 | 4 | 0.8 | 1 | 0.6
COCc1c(C(=O)OCC(=O)NCCN2C(=O)CSC2=O)oc2ccccc12
    4 | 4 | 6 | 101 | 0 | -2 | 0.5 | 1 | 1.8
CCn1nnnc1NC(=O)c1cccc(OC)c1
    -4 | -2 | 7 | 104 | -1 | 0 | 0.3 | -4 | 1.5
CCCCCCCCN1[C@@H](CC(=O)OCC)c2ccc(C(F)(F)F)cc2S1(=O)=O
    -6 | -2 | -9 | 101 | 8 | 4 | 0.0 | 10 | -1.5
Cc1cccc(OCC(=O)NCCCNC(=O)c2ccncc2)c1
    7 | 6 | 9 | 98 | 1 | 2 | 0.0 | 10 | 2.4
COc1ccc(OC)c(C(c2nnnn2CCc2ccccc2)N2CCC(C(N)=O)CC2)c1 (configuration not stated)
    -4 | -2 | -13 | 104 | 0 | -1 | -0.1 | -2 | 3.4
COCCNC(=O)C(c1ccc(F)cc1)N(C(=O)CCC(=O)Nc1nccs1)c1ccc(C)cc1 (configuration not stated)
    5 | 6 | -5 | 103 | 0 | 1 | -0.2 | 5 | -2.9
CCS(=O)(=O)N1CCCC(C(=O)NC2CCCCC2C)C1 (configuration not stated)
    3 | -3 | -3 | 94 | -2 | 2 | 0.1 | -9 | 1.4
C(=N\N1CCN(Cc2cccc3ccccc23)CC1)/c1ccco1
    4 | 1 | -10 | 96 | 7 | 3 | 0.1 | 3 | -2.0
COc1ccc(-c2c(C)c3cc(O)ccc3oc2=O)cc1OC
    -4 | 4 | 11 | 131 | 2 | -7 | 0.0 | 0 | 6.7
Clc1ccc(Nc2nc(-c3cccnc3)cs2)cc1
    -12 | 0 | -2 | 99 | 7 | -4 | -0.2 | 6 | 0.2
Cc1ccc2ccccc2c1NC(=O)c1ccco1
    6 | -5 | -15 | 82 | 0 | 2 | -0.1 | 6 | 0.3
O=C(NCC1CCCO1)C(C(=O)c1ccccc1)n1ccccc1=O (configuration not stated)
    -4 | 9 | -3 | 106 | 5 | -3 | 0.0 | 1 | -0.3
N#CCC(=O)N/N=C/c1cn(Cc2ccccc2C#N)c2ccccc12
    14 | -1 | 17 | 93 | -15 | -2 | 0.0 | -19 | 3.2
COc1ccccc1CNC(=O)C1CCN(S(=O)(=O)N2CC(C)CC(C)C2)CC1 (configuration not stated)
    5 | -5 | 10 | 107 | 1 | 3 | 0.0 | -1 | 0.3
CCCCNC(=O)c1cc2nc(-c3ccccc3)cc(C(F)(F)F)n2n1
    16 | 3 | -5 | 86 | -4 | 0 | -0.1 | -4 | -1.2
Cc1ccc(NC(=O)c2cc3c(CO)cnc(C)c3oc2=Nc2cccc(C(N)=O)c2)cc1
    3 | -7 | -5 | 115 | 6 | -5 | 0.0 | 3 | -2.2
O=C(Nc1cccc(S(=O)(=O)N2CCCCC2)c1)c1ccc(OCC2CCCO2)cc1 (configuration not stated)
    12 | 0 | 4 | 93 | -7 | -7 | 0.0 | -17 | 3.5
CC(C)Oc1ccc(C(=O)Nc2ccccc2N2CCOCC2)cc1
    9 | 1 | 12 | 91 | 2 | -2 | 0.1 | -3 | 2.4
Oc1ccc(N=Nc2nccs2)c(O)c1
    -11 | 10 | 4 | 103 | 22 | 3 | 0.0 | 31 | ?
COC(=O)c1ccccc1NS(=O)(=O)c1c(C)noc1C
    13 | 1 | 16 | 89 | 3 | 0 | 0.1 | 2 | 1.3
COc1ccc(OC)c(NC2c3ccccc3C(=O)N2c2cccnc2)c1 (configuration not stated)
    -8 | 4 | -22 | 82 | 6 | -5 | -0.1 | 0 | 0.6
Cc1cc(C)c(S(=O)(=O)NCCn2c(C)cc3ccccc32)c(C)c1
    12 | 15 | -8 | 90 | 10 | -3 | 0.0 | 16 | 0.0
O=C(Cn1c(=O)oc2cc(S(=O)(=O)N3CCCC3)ccc21)N1CCc2ccccc2C1
    0 | 3 | 4 | 105 | 4 | 1 | 0.0 | 4 | 0.3
COc1cc(CN2CCC(C(=O)NC3CCCC3)CC2)ccc1O
    7 | 4 | -14 | 111 | 1 | 3 | -0.2 | 8 | -1.9
C#CCOC(=O)Nc1ccc(=O)n(Cc2c(Cl)cccc2Cl)c1
    3 | -3 | 5 | 103 | 0 | 1 | 0.2 | -2 | 3.0
O=C(N/N=C/c1sc(N2CCCCC2)nc1-c1cccs1)c1cccnc1
    -6 | -168 | 8 | 101 | -12 | 31* | 0.1 | -23 | -11
COc1ccc(N(CC(=O)Nc2c(C)n(C)n(-c3ccccc3)c2=O)S(=O)(=O)c2ccccc2)cc1OC
    6 | 3 | 13 | 103 | 1 | 4 | -0.1 | 2 | -1.7
Cc1ccccc1-c1noc(CCC(=O)NCCc2ccccc2)n1
    0 | 4 | -1 | 93 | 7 | -4 | 0.0 | 11 | -0.3
CC(C)(C)c1ccc(NC(=O)COc2ccc(-n3ccnc3)cc2)cc1
    -6 | 8 | 0 | 96 | -3 | 5 | 0.1 | 3 | -1.9
Cc1nn(C(=O)c2nn(C)cc2[N+](=O)[O-])c(C)c1Br
    8 | 9 | 0 | 100 | 2 | 2 | 0.0 | -2 | -0.1
COc1ccc(CCNC(=O)c2cc(-c3ccccc3O)n[nH]2)cc1OC
    3 | 0 | 12 | 102 | -1 | -2 | -0.1 | 2 | -0.1

Other structures follow:
Each structure is followed by: EBNA-1 inhibitor | GLD-1 RNA inh | ZTA DNA inh | Yeast superoxide | BCLXL inh | Fam108B inh | Efflux pump inh | MCL1 BIM primary | MEX-5 binding
CCOC(=O)Cc1[nH]nc2c1C(c1cccc(OC)c1OC)C(C#N)=C(N)O2 (configuration not stated)
    4 | -2 | -10 | 114 | 5 | 2 | -0.1 | 6 | 1.5
Cc1cn2c(nc(=O)c3cccnc32)s1
    -10 | -5 | -19 | 89 | 0 | 2 | -0.2 | 10 | 0.5
CCN1CCN(CCCNC(=O)CNC(=O)c2nn(-c3ccc(OC)cc3OC)c(=O)c3ccccc23)CC1
    -7 | -3 | -8 | 100 | 5 | 11 | 0.0 | 9 | 0.0
O=C(Nc1ccc(OC(F)F)cc1)Nc1cccc(C(F)(F)F)c1
    4 | 5 | -1 | 108 | 5 | -6 | 0.1 | 12 | -1.4
CCOc1ccc(NC(=O)CSc2nnc(C(C)C)n2CC)cc1
    1 | 5 | 3 | 88 | 3 | 4 | 0.0 | 7 | 0.4
COc1ccc(NS(=O)(=O)c2cc(NC(=O)c3ccc(=O)[nH]n3)ccc2C)cc1
    . | 5 | 9 | 115 | 6 | . | -0.2 | 6 | .
Cc1cc(C)n(Cc2ccc(NC(=O)c3ccc(COc4ccccc4Br)cc3)cc2)n1
    2 | 4 | 19 | 115 | 4 | -28 | 0.2 | 0 | 0.9
Cc1ccc(S(=O)(=O)N(C)CCCC(=O)N2CCOCC2)cc1
    -9 | 2 | -6 | 110 | 8 | -2 | 0.0 | 0 | 1.3

Ordered by SMILES length (largest number first): 5 of the compounds above
Each structure is followed by: EBNA-1 inhibitor | GLD-1 RNA inh | ZTA DNA inh | Yeast superoxide | BCLXL inh | Fam108B inh | Efflux pump inh | MCL1 BIM primary | MEX-5 binding
CCN1CCN(CCCNC(=O)CNC(=O)c2nn(-c3ccc(OC)cc3OC)c(=O)c3ccccc23)CC1
    -7 | -3 | -8 | 100 | 5 | 11 | 0.0 | 9 | 0.0
COc1ccc(NS(=O)(=O)c2cc(NC(=O)c3ccc(=O)[nH]n3)ccc2C)cc1
    . | 5 | 9 | 115 | 6 | . | -0.2 | 6 | .
Cc1cc(C)n(Cc2ccc(NC(=O)c3ccc(COc4ccccc4Br)cc3)cc2)n1
    2 | 4 | 19 | 115 | 4 | -28 | 0.2 | 0 | 0.9
CCOC(=O)Cc1[nH]nc2c1C(c1cccc(OC)c1OC)C(C#N)=C(N)O2 (configuration not stated)
    4 | -2 | -10 | 114 | 5 | 2 | -0.1 | 6 | 1.5
O=C(Nc1ccc(OC(F)F)cc1)Nc1cccc(C(F)(F)F)c1
    4 | 5 | -1 | 108 | 5 | -6 | 0.1 | 12 | -1.4

From PubChem BioAssay
